Bioassay records deposited in PubChem BioAssay by National Center for Advancing Translational Sciences (NCATS).
BRCA1 expr act: BRCA1 expression activation; Potency, µM (series often up to 46.1 µM), for the others: top-dose activation, hits mostly activators; MCF7-BRCA1-FFLuc reporter, luminescence, 48 h; response scale: scaled: vehicle 0%, 10 µM genistein 100%; AID 624202; 1.1% of 380,000 active; further: potency means the concentration at half of the fitted maximal effect; nearly all actives have a fitted effect of over 80% in size; some results filed as inactive show a strong effect at the top dose
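MCF7 cells carrying a BRCA1-firefly luciferase reporter (2000 cells/well, phenol-red free MEM) were attached for 2 h at 37 °C, then given compounds for 48 h. Luminescence was read 15 min after luciferase reagent; activity normalized to genistein (10 microM) and DMSO.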
B2AR arrestin: agonists driving beta-arrestin recruitment to human beta2-adrenergic receptor. Potency, µM (highest dose often 46.1 µM), for inactives: top-dose activation, actives largely listed as activators. 0.02% of 330,000 active. P07550. AID 492947. beta-arrestin recruitment to beta2AR, cell-based reporter;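 further: potency means the concentration at half of the fitted maximal effect; 0% = DMSO controls and full agonism = EC100 isoproterenol or metaproterenol; nearly all actives have a fitted effect of over 65% in size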
TRPV1 agonist: human TRPV1 agonism | TRPV1-expressing cells, Fluo-8 calcium influx, agonist mode | activation, % at 8.33 µM | 0.19% of 320,000 active | Q8NER1; in the data active means activation above about 80%; inconclusive means between about 30% and that limit; further: 0% is about no effect
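TRPV1-expressing cells were cultured overnight at 35.5C and loaded with Fluo-8 calcium dye for 40 to 90 min at room temperature. After a 10 s baseline, compound was added and calcium influx was read kinetically for 3 min (ex 480/em 520 nm).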
PTAP TSG101 blk: blocks PTAP/TSG101 interaction to inhibit HIV-1 budding. Q99816. Fluorescence polarization, FITC-PTAP peptide / Tsg101 binding. Potency, µM (highest dose often 115 µM), for the others: top-dose activity change, negative = inhibition, usual class: inhibitors. 340,000 tested, under 10 active. AID 493005; active means well fitted inhibition curve with a large enough effect in the main read-out, with a control signal flat, not every such curve was filed as active; inconclusive means small, poorly fitted or top-dose-only effect, or effect the other way, or a change in a side signal; inactive means no such curve, though single readings can be large or run the other way; further: potency means the concentration at half of the fitted maximal effect; % of control where 0% means no effect
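Steps: Tsg101 binding domain dispensed (10 uM final), compounds pinned in DMSO, FITC-labeled PTAP-motif peptide added (50 nM final); after 20 min binding at room temperature, polarization measured.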
USP2a inh: inhibitors of human ubiquitin-specific protease USP2a; O75604; USP2 core, Ub-CHOP2 coupled fluorogenic reporter, 485/531; Potency, µM (titrated, usually from 38.3 µM), for the others: at the highest dose activity change, negative = inhibition, actives largely listed as inhibitors; 0.01% of 330,000 active; AID 463254;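 further: potency means the concentration at half of the fitted maximal effect; plate controls were DMSO wells for no effect and full inhibition by NEM control for full effect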
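USP2 core (10nM final) preincubated 30min RT with compound in 20mM Tris-HCl pH 8.0, 2mM CaCl2, 2mM beta-mercaptoethanol, 0.05% CHAPS; 25nM Ub-CHOP2 plus 25nM reporter substrate added, fluorescence (Ex485/Em531) read after 60min.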
ASM inhibitor: human S-ASM enzyme inhibition. P17405. placental ASM, HMU-PC fluorogenic substrate, 60 min. Potency, µM (doses to about 57.5 µM), for inactives: top-dose activity change, negative = inhibition, hits mostly inhibitors. 0.006% of 340,000 active. AID 504937; further: potency means the concentration at half of the fitted maximal effect
Target sequence (P17405 47-631 limits assumed): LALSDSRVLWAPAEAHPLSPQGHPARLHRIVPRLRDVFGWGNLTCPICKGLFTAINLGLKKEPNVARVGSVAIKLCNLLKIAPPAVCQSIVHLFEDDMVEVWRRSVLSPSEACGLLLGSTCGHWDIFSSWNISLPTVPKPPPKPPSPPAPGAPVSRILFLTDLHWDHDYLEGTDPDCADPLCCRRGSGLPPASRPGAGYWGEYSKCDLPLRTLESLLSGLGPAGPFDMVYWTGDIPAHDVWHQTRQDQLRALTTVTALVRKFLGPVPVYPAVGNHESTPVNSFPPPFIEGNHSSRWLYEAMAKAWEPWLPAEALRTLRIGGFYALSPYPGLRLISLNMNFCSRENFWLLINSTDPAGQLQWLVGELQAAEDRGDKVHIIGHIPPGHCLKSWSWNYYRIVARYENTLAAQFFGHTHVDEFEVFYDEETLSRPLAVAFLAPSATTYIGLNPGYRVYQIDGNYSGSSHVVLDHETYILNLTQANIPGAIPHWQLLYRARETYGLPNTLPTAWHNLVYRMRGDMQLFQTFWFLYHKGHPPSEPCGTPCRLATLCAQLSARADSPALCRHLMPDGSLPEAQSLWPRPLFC
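Fluorescence read-out (Ex 386 nm, Em 447 nm) after stopping the reaction at pH 10. Enzyme: ASM from human placenta; substrate HMU-PC0, 9 uM final; 60 min, 37 °C. Compound preincubation 10 min, ambient temperature.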
ELG1 genotox: induces genotoxicity in HEK293T cells with luciferase-tagged ELG1; HEK293T ELG1-luciferase reporter, luminescence, 16 h; Potency, µM (highest dose often 46 µM), for the others: at the top dose activity change, positive = activation, usual class: activators; 1.3% of 330,000 active; AID 504466; further: potency means the concentration at half of the fitted maximal effect; % of control where 0% means no effect; nearly all actives have a fitted effect of over 60% in size
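Step 1: seed 2,000 HEK293T ELG1-luciferase cells per well. Step 2: add compound or DMSO, incubate 16 hr at 37 °C. Step 3: ONE-Glo, 30 min at room temperature, read luminescence.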
Eya2 inh: blocks the phosphatase activity of human Eya2. O00167. recombinant Eya2, OMFP fluorescence dephosphorylation (OMFP is methylfluorescein phosphate). Potency, µM (top dose mostly 76.9 µM), without a hit: at the top dose activity, negative = inhibition, actives largely listed as inhibitors. 0.006% of 330,000 active; further: potency means the concentration at half of the fitted maximal effect; on the % scale 0 is the no-effect control and ±100 the full control effect
Target sequence (O00167 whole entry, looked up): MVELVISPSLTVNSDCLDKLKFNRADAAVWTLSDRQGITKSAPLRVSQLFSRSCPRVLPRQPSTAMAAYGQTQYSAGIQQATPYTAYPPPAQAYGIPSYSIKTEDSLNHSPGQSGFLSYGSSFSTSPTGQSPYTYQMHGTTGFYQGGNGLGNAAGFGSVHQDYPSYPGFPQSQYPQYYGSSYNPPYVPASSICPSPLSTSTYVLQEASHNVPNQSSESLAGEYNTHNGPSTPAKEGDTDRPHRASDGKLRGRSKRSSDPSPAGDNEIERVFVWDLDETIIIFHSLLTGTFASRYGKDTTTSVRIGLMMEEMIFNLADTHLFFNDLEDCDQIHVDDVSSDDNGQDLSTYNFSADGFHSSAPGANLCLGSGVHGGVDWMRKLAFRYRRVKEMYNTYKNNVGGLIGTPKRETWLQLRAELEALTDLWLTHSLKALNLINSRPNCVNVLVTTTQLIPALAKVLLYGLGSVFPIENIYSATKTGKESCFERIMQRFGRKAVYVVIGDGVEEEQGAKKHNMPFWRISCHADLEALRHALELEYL
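Eya2 (0.2 uM) preincubated 10 min at ambient with compound, then OMFP substrate added at 50 uM; 10 min reaction in 50 mM HEPES pH 7.5, 50 mM NaCl, 5 uM MgCl2, 0.05% BSA, 1 mM DTT. Fluorescence read at Ex 485/Em 525 nm.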
p53 reactivator: mutant p53 re-activation in reporter cells; Potency, µM (top dose mostly 92.2 µM), for the others: at the highest dose activity change, positive = activation, actives largely listed as activators; 0.063% of 320,000 active; H1299 p53-A138V BP100-luciferase reporter, luminescence, 24 h; further: potency means the concentration at half of the fitted maximal effect; % of control where 0% means no effect; nearly all actives have a fitted effect of over 45% in size
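H1299 (p53-null), stable ts p53-A138V + BP100-Luc; 1000 cells/well, Opti-MEM/10% FBS; cpd 4 pt, 1:5; 24 h, 37 deg C, 5% CO2; detection reagent 10 min RT; luminescence.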
uPA generation: cell surface uPA generation inhibition | cell surface uPA generation assay, qHTS | Potency, µM (doses to about 38.3 µM), for the others: top-dose activity change, negative = inhibition, hits mostly inhibitors | 0.31% of 330,000 active | AID 540303; active means well fitted inhibition curve with a large enough effect; inconclusive means small, poorly fitted or top-dose-only effect; inactive means no such curve, though single readings can be large or run the other way; tested in mouse RAW 264.7 cells; further: potency means the concentration at half of the fitted maximal effect; on the % scale 0 is the no-effect control and ±100 the full control effect; nearly all actives have a fitted effect of over 55% in size
Integrin act MD: activates integrin-mediated alleviation for muscular dystrophy. 0.064% of 350,000 active. Potency, µM (doses to about 38.3 µM), for the others: at the top dose activation, hits mostly activators. alpha7betagal myoblasts, beta-gal FDG fluorescence, 48 h. AID 624291;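 further: potency means the concentration at half of the fitted maximal effect; 100% = response of the positive control SU9516; nearly all actives have a fitted effect of over 60% in size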
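alpha7betagal+/- myoblasts (passage 13, 250/well) treated 48 h at 37C with compounds at 1:260 dilution of DMSO stock. Lysed, then beta-galactosidase activity read as FDG fluorescence (ex 480/em 540) after 30 min, with pre-read for autofluorescence.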
Starred values were filed as active, the others as inactive; ? = inconclusive; · = no result given; [ ] = remark or other dose. Unless noted, the call rests on the fitted dose curve; in most records, active means well fitted curve in the direction sought with a large enough effect; inconclusive means small, poorly fitted or top-dose-only effect, or another doubt; inactive means no such curve, though single readings can be large; an effect the other way counts as inactive or inconclusive.

SMILES | BRCA1 expr act | B2AR arrestin | TRPV1 agonist | PTAP TSG101 blk | USP2a inh | ASM inhibitor | ELG1 genotox | Eya2 inh | p53 reactivator | uPA generation | Integrin act MD
Cc1ccc(S(=O)(=O)N2CCCCC2)cc1NC(=O)COC(=O)Cc1cccc2ccccc12 | -35% | -0.9% | 0 | -3% | -8% | -1% | -1% | 2% | 6% | -7% | -11%
CC1(C)CCc2nc(SCc3ccccc3)c(C#N)cc2C1 | 2% | -1.1% | 2 | 0% | 1% | -6% | 5% | -2% | 13% | · | -19%
COc1ccc(N2CCN(S(=O)(=O)c3ccc4oc(=O)ccc4c3)CC2)cc1 | -9% | -0.1% | 1 | 0% | 0% | 3% | 10% | 4% | 3% | 2% | -1%
Cc1sc(NC(=O)c2ccccc2)c(C(=O)NC(C)C)c1C | 2% | 0.1% | 19 | -5% | 4% | 2% | 1% | -31% | 4% | 2% | -10%
CCOC(=O)C1CCCN(C(=O)C2CCN(S(=O)(=O)c3cnc[nH]3)CC2)C1 (stereo not drawn) | 12% | -0.1% | -1 | -8% | -1% | 1% | -18% | -3% | -4% | -2% | 9%
O=C(NC(=S)Nc1nc(-c2ccc([N+](=O)[O-])cc2)cs1)c1ccco1 | 53% | -0.7% | 0 | 1% | 0% | · | 14% | -1% | ? | 0% | 0%
CC1CCc2[nH]c3ccc(C(=O)NCCCOC(C)C)cc3c2C1 (stereo not drawn) | -5% | 0.3% | ? | -5% | 0% | 9% | -2% | 13% | 0% | -2% | -20%
O=c1cc(O)n(C2CCCCCC2)c(=O)[nH]1 | 2% | -0.6% | 0 | -3% | 0% | 2% | -2% | 6% | 4% | -5% | ?
O=c1[nH][nH]cc1C=Nc1ccc(Cl)cc1 | 1% | 0.1% | 20 | 2% | -1% | 3% | -10% | -11% | -1% | -1% | 5%
Cc1ccc(S(=O)(=O)CNC(=S)c2cccc(Cl)c2)cc1 | 3% | -1.0% | 18 | -4% | 2% | -5% | -3% | 2% | 0% | 3% | -31%
CCN(Cc1nc2ccccc2c(=O)[nH]1)C(=O)c1cccc(S(=O)(=O)N2CCc3ccccc32)c1 | -48% | -1.6% | -1 | -9% | 4% | -4% | -2% | 5% | 5% | 7% | -41%
COc1cccc2cc(CC(=O)c3cc(C)ccc3C)c(=O)oc12 | 98% | 0.0% | 2 | -7% | -7% | -5% | -3% | 3% | 12% | -4% | 1%
COc1ccc(C2NS(=O)(=O)N=C2N)cc1 (stereo not drawn) | 5% | -1.6% | 1 | -3% | -1% | 1% | 4% | 0% | 1% | -3% | 17%
CN(C)C(=O)CCSc1nnc(-c2ccncc2)o1 | 0% | 0.2% | -8 | -1% | -2% | 2% | 3% | -13% | 1% | 3% | 7%
COC(=O)CN1C(=O)[C@H]2[C@@H](c3ccc(C)o3)N3C(=O)CN(CC4CC4)C(=O)[C@@]3(C)[C@H]2C1=O | -16% | -0.7% | 0 | -3% | 4% | 3% | -1% | -7% | · | 3% | 26%
CCCn1nnnc1SCC(=O)NCc1ccc2c(c1)OCO2 | 39% | 0.0% | 2 | -1% | 2% | 1% | -1% | -3% | -1% | 0% | -1%
Cc1ccc2c(c1)N(CC(=O)NCCCc1ccccc1)C(=O)c1cccnc1O2 | -25% | 2.6% | 20 | -2% | 0% | 0% | -5% | -5% | 4% | 18% | 3%
Cc1cc(C)n(-c2ccc(Cl)c(C(=O)OCC(N)=O)n2)n1 | 0% | 0.3% | -3 | 1% | 0% | -1% | 0% | -18% | -2% | · | 15%
CCC1=NN2C(=N)/C(=C\c3ccc(SCc4ccco4)o3)C(=O)N=C2S1 | -4% | 0.0% | 6 | 0% | 1% | -10% | -1% | 7% | 5% | 0% | -17%
C=CCOC(=O)C1=C[C@@H](c2csc3ccccc23)C[C@@H](OCc2ccc(CO)cc2)O1 | -38% | -0.4% | ? | 1% | 1% | -10% | -5% | -11% | 8% | ? | -23%
Cc1ccc(NC(=O)CSCC#N)cc1 | 1% | -2.3% | 0 | -10% | 0% | 4% | -1% | 19% | -6% | · | 14%
COc1cc(CNCCN2CCOCC2)ccc1OCc1ccc(Cl)cc1Cl | -79% | -0.3% | 3 | 0% | -4% | 0% | 5% | 0% | -29% | 3% | -61%[inhibitor]
Nc1ccc2oc(=O)c3ccccc3c2c1 | 11µM* | 0.4% | 0 | -3% | 1% | -3% | ? | 21% | 4% | 1% | 13%
COc1ccc(C2SCCN2C(=S)Nc2ccc(F)cc2)cc1 (stereo not drawn) | -13% | -0.8% | 16 | -4% | 2% | 3% | -1% | -15% | 1% | -2% | -43%

Compound profiles, from the list above. Values in the order: BRCA1 expr act | B2AR arrestin | TRPV1 agonist | PTAP TSG101 blk | USP2a inh | ASM inhibitor | ELG1 genotox | Eya2 inh | p53 reactivator | uPA generation | Integrin act MD
Profile of O=c1[nH][nH]cc1C=Nc1ccc(Cl)cc1 → 1% | 0.1% | 20 | 2% | -1% | 3% | -10% | -11% | -1% | -1% | 5%
Profile of C=CCOC(=O)C1=C[C@@H](c2csc3ccccc23)C[C@@H](OCc2ccc(CO)cc2)O1 → -38% | -0.4% | ? | 1% | 1% | -10% | -5% | -11% | 8% | ? | -23%

Ordered by number of heavy atoms (lowest first): 3 of the compounds above
SMILES | BRCA1 expr act | B2AR arrestin | TRPV1 agonist | PTAP TSG101 blk | USP2a inh | ASM inhibitor | ELG1 genotox | Eya2 inh | p53 reactivator | uPA generation | Integrin act MD
Cc1ccc(NC(=O)CSCC#N)cc1 | 1% | -2.3% | 0 | -10% | 0% | 4% | -1% | 19% | -6% | · | 14%
COc1ccc(C2NS(=O)(=O)N=C2N)cc1 (stereo not drawn) | 5% | -1.6% | 1 | -3% | -1% | 1% | 4% | 0% | 1% | -3% | 17%
CCC1=NN2C(=N)/C(=C\c3ccc(SCc4ccco4)o3)C(=O)N=C2S1 | -4% | 0.0% | 6 | 0% | 1% | -10% | -1% | 7% | 5% | 0% | -17%

New compounds follow:
SMILES | BRCA1 expr act | B2AR arrestin | TRPV1 agonist | PTAP TSG101 blk | USP2a inh | ASM inhibitor | ELG1 genotox | Eya2 inh | p53 reactivator | uPA generation | Integrin act MD
CCOC(=O)C1CCN(c2c(NCCC(C)C)c(=O)c2=O)CC1 | -17% | -0.2% | -4 | -3% | 0% | 5% | 0% | 4% | -2% | -7% | ?
Cc1cccc(C)c1NC(=O)CC(NCCc1ccccc1)C(=O)O (stereo not drawn) | -7% | 0.3% | 2 | -2% | 2% | 6% | -2% | 1% | 0% | 25% | -4%
CCCCOC(=O)c1ccc(-c2ccc(/C=N/NC(=S)NCC)o2)cc1 | ? | -1.0% | -2 | -6% | 5% | 309%[activator] | ? | 3% | 6% | · | 11%
CC(C)N(C(=O)Cn1cc(SCC(=O)NCc2ccco2)c2ccccc21)C(C)C | -8% | -0.3% | 0 | -5% | 1% | 2% | -12% | -4% | -2% | 2% | -13%
CCOc1ccc(NC(=O)CN(Cc2ccccc2)S(C)(=O)=O)cc1 | -34% | -0.7% | -4 | -3% | 2% | -1% | -1% | -18% | 1% | 5% | 7%
COc1ccc(OC)c(NC(=O)Cn2c(CCC(=O)O)ccc2-c2cccs2)c1 | -29% | · | 0 | -3% | · | 7% | · | · | · | 1% | 13%
CC(C)c1ccc(S(=O)(=O)c2ccc(NN)cc2)cc1 | 9% | -0.4% | 2 | 1% | 2% | 0% | -3% | -9% | 1% | 7% | 4%
Cc1ccc(NC(=O)/C=C\C(=O)O)c([N+](=O)[O-])c1 | -7% | 0.0% | 0 | -7% | 2% | -1% | 0% | -4% | ? | 7% | -1%
CCOC(=O)C(C)Sc1ncnc2c1nnn2-c1ccc(F)cc1 (stereo not drawn) | 105% | 0.3% | 5 | -2% | 2% | -1% | 17% | 12% | ? | 5% | -21%
CC(=O)Nc1ccc(NC(=O)C2CCN(C(=O)NC3CCCCC3)CC2)cc1 | 6% | 0.0% | 2 | -1% | 0% | 0% | 6% | 21% | -3% | 2% | 17%
C=CCN(C(=O)c1ccccc1)C1CCS(=O)(=O)C1 (stereo not drawn) | -39% | -0.7% | 1 | -3% | 4% | 8% | 0% | -7% | 0% | 3% | 0%
CC1CCN(S(=O)(=O)c2cc3c4c(c2)CCN4C(=O)CC3)CC1 | -40% | 0.0% | 2 | -2% | -2% | 2% | ? | -12% | -5% | 2% | -2%

Hits appear at their usual frequency; 2.6% or so of the library scored in one or more.
